ST2 inh – inhibitors of human ST2 (IL1RL1) binding to IL-33, primary screen, biochemical, AlphaLISA | Interleukin-1 receptor-like 1 (Homo sapiens), Q01638 | hit rate 2.3% among 78,000 | AlphaLISA ST2-Fc/biotin-IL-33 interaction, 1 h | inhibition, % for hits at 17 µM; in the data active = inhibition above about 30%; inconclusive = mostly about 10% to 28%
Target sequence (Q01638 whole entry, looked up): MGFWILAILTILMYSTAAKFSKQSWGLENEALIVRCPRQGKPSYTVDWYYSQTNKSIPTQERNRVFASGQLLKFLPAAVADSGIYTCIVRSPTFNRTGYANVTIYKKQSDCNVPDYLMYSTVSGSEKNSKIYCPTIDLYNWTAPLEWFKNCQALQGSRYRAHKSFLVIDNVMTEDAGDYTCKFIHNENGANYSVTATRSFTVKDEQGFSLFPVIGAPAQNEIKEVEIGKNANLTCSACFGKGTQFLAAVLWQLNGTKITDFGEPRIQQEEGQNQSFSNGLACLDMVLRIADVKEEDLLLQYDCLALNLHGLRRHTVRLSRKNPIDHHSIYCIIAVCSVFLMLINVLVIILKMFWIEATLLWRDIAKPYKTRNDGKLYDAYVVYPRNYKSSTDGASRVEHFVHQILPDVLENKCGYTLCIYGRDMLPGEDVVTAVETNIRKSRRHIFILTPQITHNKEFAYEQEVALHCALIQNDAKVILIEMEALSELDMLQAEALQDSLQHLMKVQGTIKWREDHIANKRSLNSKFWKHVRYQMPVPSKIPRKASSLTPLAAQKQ
The depositor's hits bear a star; i = inactive; ? = inconclusive.

SMILES	ST2 inh
O=C1NCC2(CCCN(C(=O)c3[nH]cnc3-c3ccccc3)C2)O1 (stereo unspecified)	i
O=C(Cn1c(=O)sc2ccccc21)Nc1ccccc1C(=O)O	?
O=[N+]([O-])c1ccc(-c2nnc(SCc3ccccc3)o2)cc1	i
CC(C)(CNC(=O)CC1C(=O)NCCN1Cc1cccc(F)c1F)N1CCOCC1 (stereo unspecified)	i
N#Cc1cccnc1Sc1ccc(Br)cc1	i
CN1CCN(C(=O)[C@H]2C[C@H](C(=O)O)CN(Cc3cccnc3)C2)CC1	?
COc1ccc(-c2c3c(=O)n(C)c(=O)n(C)c3cn2C)cc1	i
CCOc1ccc(S(=O)(=O)Nc2ccccc2CC)c2cccnc12	i
Cc1c(C(=O)NC2CCC(C)CC2)oc2ccc(S(=O)(=O)N3CCCCCC3)cc12 (stereo unspecified)	i
CN(C1CCCCC1)S(=O)(=O)c1ccc(C(=O)Nc2nnc(-c3cccs3)o2)cc1	i
COc1cc(/C=c2\sc3nc(=O)c(C)nn3c2=O)ccc1OCCC(C)C	i
NC(=O)C1COc2ccccc2O1 (stereo unspecified)	i
CC1CCCCC1NC(=O)c1cc(=O)[nH]c2ccc(S(=O)(=O)N3CCCC3)cc12 (stereo unspecified)	i
CC(=O)NCCC1=CCCN(CC(=O)Nc2ccc(C)cn2)C1	i
CCCNc1ccccc1C(=O)N1CCC(N2CCCC2=O)CC1	?
CC(C)CCOc1ccc(C(=O)NCCC(=O)O)cc1	i
Cc1cnccc1N1CCCN(C(=O)[C@H](N)CC(C)C)CC1	i
O=C(c1nn2c(c1Cl)NC(c1ccc(Cl)cc1)CC2C(F)(F)F)N1CCSCC1 (stereo unspecified)	i
CN(CCNC(=O)c1ccc2c(c1)CCO2)S(C)(=O)=O	?
Cc1cc(C)nc(NC(=NS(=O)(=O)c2ccc(Br)cc2)N2CCC(C)CC2)n1	i
O=C(O)C(Cc1ccccc1)N1C(=O)c2ccccc2C1=O (stereo unspecified)	i
CS(=O)(=O)c1ccc2nc(NC(=O)c3ccc4c(c3)OCCO4)sc2c1	i
c1ccc(CCc2nc(CCn3nnc4ccccc43)n[nH]2)cc1	?
Cc1ccc(C(=O)N2CCN(c3ccccc3)CC2)o1	?
CC(=O)c1ccc(S(=O)(=O)N2CCOCC2)cc1	i
Cc1ccccc1SCC(=O)NC(C)c1cnn(C)c1 (stereo unspecified)	i
Cc1nc2c(-c3ccc(F)cc3)c(C)nn2c(C)c1CCC(=O)NCc1ccc(F)cc1	i
O=C1CCCC2=C1C(c1ccc(OC(F)F)cc1)C1=C(CCCC1=O)N2	i
CN1C[C@@H](NC(=O)Nc2cccc(C#N)c2)C[C@H]1c1nc(Cc2ccccc2)no1	i
Cc1ccccc1CN1C(=O)c2oc3ccccc3c2OCC1(C)C(=O)NC1CCCC1 (stereo unspecified)	i
CCc1ccc(NS(=O)(=O)c2ccc(Br)s2)cc1	i
CCc1ccccc1S(=O)(=O)Cc1ccc(C(=O)NCc2ccc3c(c2)OCO3)o1	i
C=CCN(Cc1ccccc1Cl)C(=O)c1cnn(CC)c1	?
c1csc(-c2nc3cnccn3c2NC2CCCC2)c1	i
COc1cc(O)cc(C)c1C(=O)OC1C(CO)OC(n2ccc(=O)[nH]c2=O)C1OC(C)=O (stereo unspecified)	i
O=C(C1CCN(S(=O)(=O)N2CCCCC2)CC1)N1CCCCC1	i
O=[N+]([O-])c1cc([N+](=O)[O-])c2cn(-c3ccc(OC(F)(F)F)cc3)nc2c1	?
O=C(Cn1c(=O)n(-c2ccc(F)cc2)c(=O)c2sccc21)N1CCCC1	?
CC(C)N(CCC(=O)c1ccc2ccccc2c1)Cc1ccccc1	?
COc1ccccc1CCn1cnc(-c2ccccc2)c1C1CCOCC1	?
COC(C(=O)NC1CCCCCCC1)c1ccccc1 (stereo unspecified)	i
CC(=O)c1cccc(NC(=O)c2cnc3scc(C)n3c2=O)c1	i
CN1CCCn2nc(C(=O)N3CCN(CC4CCCO4)CC3)cc2C1 (stereo unspecified)	i
FC(F)(F)CCc1ccnc(N2CCNC(c3ccccc3)C2)n1 (stereo unspecified)	i
CCCSc1nnc(NC(=O)c2cccc3ccccc23)s1	i
Cc1ccc2cc3cc(C(=O)Nc4ccc5c(c4)OCO5)sc3nc2c1	?
CCCc1cc(C(=O)N(Cc2ccncc2)Cc2ccc3c(c2)OCO3)n[nH]1	?
CC(C)N(C(=O)c1cccs1)C(C)C	i
Cc1ccc(N(CC(=O)Nc2ccc(C(N)=O)cc2)S(=O)(=O)c2ccccc2)c(C)c1	i
CCCc1nc2nc[nH]n2c(=O)c1NC(=O)Nc1cccc(Cl)c1	i

Carrying on:
SMILES	ST2 inh
CC(C)CNC(=O)Nc1cccc(Cl)c1	i
Cc1c(CN2CCCC(CCC(=O)NCc3ccccc3Cl)C2)cnn1C (stereo unspecified)	i
COC(=O)CSc1nc2c(c(=O)[nH]1)C(C)(C1CCCCC1)Cc1ccccc1-2 (stereo unspecified)	i
COCCOC(=O)C1=C(C)NC2=C(C(=O)C(C(=O)OC)C(C)C2)C1c1ccc(O)cc1 (stereo unspecified)	i
O=C(O)COCC(=O)N1CC[C@H](c2nc3ccccc3[nH]2)C1	i
COc1ccc2nc(NC(=O)Cc3c(C(=O)O)n(C)c4ccccc34)sc2c1	i
CCN(CC1CCCN(CCc2cccc(OC)c2)C1)C(=O)Cn1cncn1 (stereo unspecified)	i
Cc1cccc(C(=O)N2CCC(c3ccccc3C(=O)O)C2)c1C (stereo unspecified)	?
CC(C)CN1CC(C(=O)N2Cc3cnn(CCO)c3C2)CC1=O (stereo unspecified)	i
Cc1ccccc1NC(=O)c1cc2cc(Cl)cc(Cl)c2oc1=O	?
Cn1c2nc3ccc(Br)cc3c-2nc2ccccc21	37%*
Cc1c(C(=O)NCCO)c(-c2ccccc2)nn1-c1ccccc1	i
CCCCN(C)C(=O)C1c2cc(OC)c(OC)cc2C(=O)N2CCc3ccccc3C12 (stereo unspecified)	i
Cc1nn(C)c(C)c1CCC(=O)NCc1scnc1-c1ccccc1	?
Cc1[nH]n(-c2ccccc2)c(=O)c1C=Nc1c(C)[nH]n(-c2ccccc2)c1=O	i
CC1=C(C(=O)Nc2ccc(C)cn2)C(c2cccc(Cl)c2)C2=C(CC(C)(C)CC2=O)N1 (stereo unspecified)	i
CNc1cc(C(=O)N2CCC3(CCCN(Cc4cc(OC)ccc4F)C3)C2)ccn1 (stereo unspecified)	i
Cc1nc(C(C)C)sc1C(=O)N(Cc1ccccn1)CC1CCCO1 (stereo unspecified)	i
CCC1=C(c2ccc(OC)cc2)S(=O)(=O)N(CC(=O)Nc2cc(Cl)c(OC)cc2OC)C1=O	i
O=C(Cn1cnnn1)N1CCC(N2CCCC(C(=O)N3CCCC3)C2)CC1 (stereo unspecified)	i
COc1ccc(CCNC(=O)C2(C)CCC(=O)N2Cc2ccc(F)cc2Cl)cc1OC (stereo unspecified)	i
COc1ccc(NC(=O)N2CCN(Cc3nc4cccnc4n3-c3cc(C)cc(C)c3)CC2)cc1OC	i
COc1ccc(CN2CCSCC2)c(OC)c1	i
O=S(=O)(NCCc1csc(-c2cnccn2)n1)NCc1ccccc1	i
CCOc1ccc(C(=O)CC2(O)C(=O)Nc3ccc(Br)cc32)cc1 (stereo unspecified)	i
CCCCOC(=O)C1=C(C)Nc2ncnn2C1c1cc(OC)ccc1OC (stereo unspecified)	i
O=C(c1ccncn1)N1CCOc2c(O)cc(-c3cccnc3)cc2C1	i
O=C(Cn1cnc2scc(-c3ccccc3)c2c1=O)NCCCN1CCOCC1	i
O=C(COc1ccc(Br)cc1)Nc1ccc(-c2nc3ncccc3o2)cc1	33%*
Cc1nn(-c2ccccc2)c(N)c1-c1ccc(S(C)(=O)=O)cc1	?
C=CCN1C(=Nc2cccnc2)SCC1(O)c1ccc(OC)cc1 (stereo unspecified)	61%*
c1ccc(COC2CCCN(Cc3cc4ccccc4o3)C2)nc1 (stereo unspecified)	?
Cc1nc2c(sc3nc4c(cc32)COC(C)(C)C4)c(=O)n1CCN1CCOCC1	i
O=C(C(Cc1ccccc1)N1C(=O)c2ccccc2C1=O)N1CCOCC1 (stereo unspecified)	?
CC(C)CSc1oc(-c2ccco2)nc1S(=O)(=O)c1ccc(F)cc1	i
O=C(c1coc(COc2cccc3cccnc23)n1)N1CCSCC1	?
CN(c1ccc(C(=O)Nc2ccc3c(c2)OCCO3)cc1)S(=O)(=O)c1ccccc1	?
O=C(NCc1cccnc1)c1cc(C2CC2)on1	i
N#CC1=C(N)OC2=C(CN(Cc3ccccc3)C/C2=C\c2cccnc2)C1c1cccnc1 (stereo unspecified)	?
CCC(C)n1c(=N)c(C(=O)NCCCOC)cc2c(=O)n3cccc(C)c3nc21 (stereo unspecified)	i
CCCn1cnc2cc(NCc3ccccc3OC)ccc21	i
N#C/C(=C\C=C\c1ccccc1)c1nc2ccccc2[nH]1	?
CC1CCN(C(=O)Cn2c(=O)n(CCCC(=O)NCc3ccco3)c(=O)c3sccc32)CC1	?
O=C(Nc1ccc(Cl)cc1)C1CCN(C(=O)c2ccc(Cl)cc2)CC1	i
COc1ncc(CN2CCCC(c3n[nH]c(=O)n3-c3ccccc3)C2)cn1 (stereo unspecified)	i
Cc1ccc(N2CCN(C/C=C/c3ccccc3[N+](=O)[O-])CC2)cc1	?
N#Cc1ccc(CNC(=O)[C@@H]2Cc3nc[nH]c3CN2Cc2ccc(C(F)(F)F)cc2)cc1	?
CC(=O)c1cccc(NC(=O)c2ccc(C(C)(C)C)cc2)c1	?
COC(=O)c1cnn2c(C)c(Cc3cccc(C)c3)c(C)nc12	i
c1ccc2c(c1)c1ccccc1n2CN1CCCCC1	?

Retrieved one by one from the entries so far, 7 records:
SMILES	ST2 inh
COC(=O)c1cnn2c(C)c(Cc3cccc(C)c3)c(C)nc12	i
CCCn1cnc2cc(NCc3ccccc3OC)ccc21	i
CC1CCN(C(=O)Cn2c(=O)n(CCCC(=O)NCc3ccco3)c(=O)c3sccc32)CC1	?
c1ccc2c(c1)c1ccccc1n2CN1CCCCC1	?
O=C(Nc1ccc(Cl)cc1)C1CCN(C(=O)c2ccc(Cl)cc2)CC1	i
N#Cc1ccc(CNC(=O)[C@@H]2Cc3nc[nH]c3CN2Cc2ccc(C(F)(F)F)cc2)cc1	?
CC(=O)c1cccc(NC(=O)c2ccc(C(C)(C)C)cc2)c1	?

The list continues.
SMILES	ST2 inh
CCOc1ccc(S(=O)(=O)Nc2cc(Cl)ccc2C)c2cccnc12	i
COc1ccc(NC(=O)c2ccc(OC)c(Br)c2)c(OC)c1	?
COC(=O)c1cccc(C(=O)N2CCC3(CC2)CC3C(=O)NCCc2cccc(OC)c2)c1 (stereo unspecified)	i
CCOc1ccc2oc(-c3ccccc3)c(C(=O)N3CCCCC3)c2c1	i
COC(=O)CNC(=O)Cn1cnc2sc3c(c2c1=O)CCCC3	?
O=C(Nc1cccc(-c2nc3ccccc3s2)c1)c1cc(=O)c2ccccc2o1	?
COc1cc(C=C2C(=O)OC(C)(C)OC2=O)cc(Cl)c1O	i
CC(C)CN1C(=O)c2ccccc2C1=O	i
Cc1ccnc(NC(c2cccnc2)c2ccc3ccc(C)nc3c2O)c1 (stereo unspecified)	?
O=C(Nc1nncs1)c1cc(-c2ccc(Cl)c(Cl)c2)nc2ccccc12	i

Laid out differently: entries from further up.
Compound,ST2 inh
COc1cc(C=C2C(=O)OC(C)(C)OC2=O)cc(Cl)c1O,i
CC(C)CN1C(=O)c2ccccc2C1=O,i
Cc1ccnc(NC(c2cccnc2)c2ccc3ccc(C)nc3c2O)c1 (stereo unspecified),?

Other entries.
SMILES	ST2 inh
CCc1nnc(NC(=O)CSc2nc3c(c(=O)n2-c2ccccc2OC)SCC3)s1	?
CN(C)C(=NS(=O)(=O)c1ccccc1)c1ccc(Cl)cc1	?
O=C(NCCc1ccccc1Cl)c1ccc(NS(=O)(=O)c2cccs2)cc1	?
Cn1c(=O)cc(SCC(=O)N2CCN(c3ccccc3F)CC2)c2ccccc21	i
O=C(Nc1ccccc1Br)c1ccc(Cl)cc1	?
CN1C(=O)C(=Cc2cn(CCOc3ccccc3Cl)c3ccccc23)C(=O)N(C)C1=O	i
COc1ccccc1NC(=O)C1=C(C)Nc2nnnn2C1c1ccc(Br)cc1 (stereo unspecified)	i
CC(C)C(C(=O)O)N1C(=O)C2C3C=CC(C2C1=O)C1C(=O)N(C(C(=O)O)C(C)C)C(=O)C31 (stereo unspecified)	i
Cc1nc2nc(SCC(=O)N3CCCC3)nn2c(C)c1Cc1c(F)cccc1Cl	i
COc1ccc(Nc2nc(Cl)nc(NCc3cccnc3)n2)cc1	?

4 entries from above, with each value named.
> CN1C(=O)C(=Cc2cn(CCOc3ccccc3Cl)c3ccccc23)C(=O)N(C)C1=O
  ST2 inh = i

> CN(C)C(=NS(=O)(=O)c1ccccc1)c1ccc(Cl)cc1
  ST2 inh = ?

> CCc1nnc(NC(=O)CSc2nc3c(c(=O)n2-c2ccccc2OC)SCC3)s1
  ST2 inh = ?

> O=C(Nc1ccccc1Br)c1ccc(Cl)cc1
  ST2 inh = ?

New compounds follow
SMILES	ST2 inh
Cc1[nH]ncc1C(=O)N1CCOC(Cc2cccc(C(F)(F)F)c2)C1 (stereo unspecified)	?
O=C(O)c1cc(-c2cccc3ncccc23)cc(S(=O)(=O)NC2CC2)c1	?
COCC1(Cn2cnc(-c3ccccc3)c2-c2cccc3cnccc23)CC1	i
CN1C[C@@H](NC(=O)CC(C)(C)CC(=O)O)C[C@H]1c1nc(-c2ccccc2)no1	i
COc1ccc(-c2csc(/C(C#N)=C\c3ccc(F)cc3)n2)cc1OC	i
CC(=O)N1CCC(N2CC[C@H](c3nc4ccc(C#N)cc4[nH]3)C2)CC1	i
O=C(Nc1ccc2oc(-c3ccncc3)nc2c1)c1cccnc1	i
CSCCC(NC(=O)C1CCC(C)CC1)C(=O)Nc1cccnc1 (stereo unspecified)	i

Laid out differently: results already given
Structure,ST2 inh
COc1ccc(-c2csc(/C(C#N)=C\c3ccc(F)cc3)n2)cc1OC,i
CC(=O)N1CCC(N2CC[C@H](c3nc4ccc(C#N)cc4[nH]3)C2)CC1,i

Some of the compounds tested; the hit share may differ from the screen's.
